Mtb BioA inh: blocks M. tuberculosis BioA enzyme activity; purified M. tuberculosis BioA enzyme, plate reader; inhibition, % at 9.99 µM; hit rate 0.096% among 360,000; AID 602481; in the data active means inhibition above about 40%
TcdB GH inh: blocks C. difficile toxin B glycohydrolase activity. AID 652162. inhibition, % at 9.99 µM. hit rate 0.24% among 350,000. TcdB glycohydrolase enzymatic assay, plate reader; in the data active means inhibition above about 10%
Target sequence (P18177 whole entry, looked up): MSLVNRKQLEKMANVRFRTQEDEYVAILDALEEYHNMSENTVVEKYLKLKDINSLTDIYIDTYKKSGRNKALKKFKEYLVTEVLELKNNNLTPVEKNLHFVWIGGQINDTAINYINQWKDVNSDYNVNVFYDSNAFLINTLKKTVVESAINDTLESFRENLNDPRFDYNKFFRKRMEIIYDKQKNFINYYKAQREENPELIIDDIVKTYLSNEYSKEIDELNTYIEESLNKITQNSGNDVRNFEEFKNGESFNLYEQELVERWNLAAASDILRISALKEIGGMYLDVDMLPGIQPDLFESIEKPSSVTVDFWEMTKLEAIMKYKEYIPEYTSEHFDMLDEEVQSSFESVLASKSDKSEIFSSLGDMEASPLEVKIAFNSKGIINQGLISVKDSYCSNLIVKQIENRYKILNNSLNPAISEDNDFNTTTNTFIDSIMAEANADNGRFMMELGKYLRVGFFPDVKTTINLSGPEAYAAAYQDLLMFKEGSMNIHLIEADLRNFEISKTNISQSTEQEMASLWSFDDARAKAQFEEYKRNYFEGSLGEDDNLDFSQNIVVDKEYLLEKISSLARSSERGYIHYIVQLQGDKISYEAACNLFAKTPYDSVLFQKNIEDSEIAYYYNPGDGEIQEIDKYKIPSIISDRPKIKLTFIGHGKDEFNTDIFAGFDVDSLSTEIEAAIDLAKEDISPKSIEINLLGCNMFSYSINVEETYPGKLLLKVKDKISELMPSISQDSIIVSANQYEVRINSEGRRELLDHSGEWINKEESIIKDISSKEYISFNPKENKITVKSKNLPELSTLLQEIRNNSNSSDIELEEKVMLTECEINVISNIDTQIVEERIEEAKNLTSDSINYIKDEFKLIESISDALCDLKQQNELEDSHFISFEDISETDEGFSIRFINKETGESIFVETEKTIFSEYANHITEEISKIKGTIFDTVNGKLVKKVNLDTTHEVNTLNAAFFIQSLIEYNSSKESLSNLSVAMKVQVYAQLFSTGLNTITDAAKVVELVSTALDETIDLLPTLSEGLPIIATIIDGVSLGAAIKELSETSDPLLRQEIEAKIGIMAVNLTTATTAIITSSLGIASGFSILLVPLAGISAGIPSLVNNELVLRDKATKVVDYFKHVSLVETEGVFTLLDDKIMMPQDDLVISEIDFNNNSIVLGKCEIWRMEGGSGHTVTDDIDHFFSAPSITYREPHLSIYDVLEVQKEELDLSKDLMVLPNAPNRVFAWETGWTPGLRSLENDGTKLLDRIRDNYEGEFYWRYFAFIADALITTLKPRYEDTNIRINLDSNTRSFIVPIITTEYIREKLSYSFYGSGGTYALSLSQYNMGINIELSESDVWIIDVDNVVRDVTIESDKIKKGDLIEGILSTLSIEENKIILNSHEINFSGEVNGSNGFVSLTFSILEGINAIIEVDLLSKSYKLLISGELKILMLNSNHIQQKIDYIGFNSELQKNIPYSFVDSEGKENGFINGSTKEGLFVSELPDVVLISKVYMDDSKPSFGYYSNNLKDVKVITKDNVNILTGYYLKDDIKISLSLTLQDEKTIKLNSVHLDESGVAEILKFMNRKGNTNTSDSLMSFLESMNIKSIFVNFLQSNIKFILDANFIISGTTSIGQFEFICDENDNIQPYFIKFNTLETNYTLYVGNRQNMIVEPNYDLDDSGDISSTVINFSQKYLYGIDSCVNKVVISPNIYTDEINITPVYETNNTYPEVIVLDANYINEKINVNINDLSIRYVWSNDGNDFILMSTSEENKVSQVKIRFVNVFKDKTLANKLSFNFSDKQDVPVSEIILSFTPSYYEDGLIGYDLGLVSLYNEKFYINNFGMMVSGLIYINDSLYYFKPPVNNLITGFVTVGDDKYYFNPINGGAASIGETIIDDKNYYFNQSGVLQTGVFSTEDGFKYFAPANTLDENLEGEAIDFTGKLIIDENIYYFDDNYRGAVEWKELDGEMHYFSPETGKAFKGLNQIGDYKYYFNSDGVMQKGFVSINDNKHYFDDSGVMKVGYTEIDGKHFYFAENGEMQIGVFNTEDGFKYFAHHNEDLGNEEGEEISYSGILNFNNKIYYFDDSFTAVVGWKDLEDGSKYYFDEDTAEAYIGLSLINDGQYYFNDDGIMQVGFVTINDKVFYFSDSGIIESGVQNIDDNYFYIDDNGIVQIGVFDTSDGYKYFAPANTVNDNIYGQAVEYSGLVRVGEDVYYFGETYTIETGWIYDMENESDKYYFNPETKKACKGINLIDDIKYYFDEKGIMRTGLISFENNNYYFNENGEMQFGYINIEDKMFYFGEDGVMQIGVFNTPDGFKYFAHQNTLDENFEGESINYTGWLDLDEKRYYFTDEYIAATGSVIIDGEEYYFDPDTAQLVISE
An asterisk follows results filed as active.

SMILES | Mtb BioA inh | TcdB GH inh
Cc1noc(C)c1S(=O)(=O)Nc1ccc2c(c1)C(=O)N([C@@H](C)CO)C[C@@H](C)[C@@H](CN(C)C(=O)Nc1ccccc1)OCCCC[C@@H](C)O2 | -1.5 | 0.4
Cc1ccc(S(=O)(=O)Nc2ccc3c(c2)C(=O)N([C@H](C)CO)C[C@H](C)[C@@H](CN(C)C(=O)NC(C)C)OCCCC[C@@H](C)O3)cc1 | -0.9 | 0.2
COCC(=O)Nc1ccc2c(c1)[C@@H]1C[C@@H](CC(=O)NCCN3CCCCC3)O[C@@H](CO)[C@@H]1O2 | -1.9 | -7.6
O=C(N1CCCCC1)[C@]1(Cc2ccccc2)N=C(c2ccc(OCCCO)cc2)O[C@@H]1c1ccccc1 | -1.0 | -5.6
Cc1noc(C)c1S(=O)(=O)Nc1ccc2c(c1)C(=O)N([C@@H](C)CO)C[C@H](C)[C@@H](CN(C)Cc1ccc(C(=O)O)cc1)O2 | 0.0 | 0.1
COc1ccc(CN(C)C[C@H]2Oc3c(NC(=O)NC4CCCCC4)cccc3C(=O)N([C@@H](C)CO)C[C@H]2C)cc1 | 0.6 | -1.0
CN1C(=O)c2cc(NC(=O)Nc3ccc(Cl)cc3)ccc2OC[C@H]2O[C@@H](CC(=O)NCCN3CCCCC3)CC[C@H]21 | 2.1 | 1.3
COCC(=O)N(C)C[C@H]1Oc2cc(-c3ccc(C#N)cc3)ccc2S(=O)(=O)N([C@H](C)CO)C[C@H]1C | -1.4 | -0.6
COc1ccccc1NC(=O)N1C[C@H]2[C@@H](c3ccccc31)[C@H](CO)N2CC1CCOCC1 | 3.0 | -1.3
CCCNC(=O)N1[C@@H]2Cn3c(ccc(-c4ccc(OC)cc4)c3=O)[C@H]1[C@@H](C(=O)NC1CCC1)[C@@H]2CO | -0.2 | -0.1
Cc1ccc(S(=O)(=O)N(C)C[C@@H]2Oc3c(NS(=O)(=O)c4ccccc4)cccc3C(=O)N([C@H](C)CO)C[C@@H]2C)cc1 | -1.0 | 0.1
CO[C@H]1CN(C)C(=O)c2cc(NC(=O)c3ccccc3)ccc2OC[C@H](C)N(C(=O)C2CC2)C[C@H]1C | -1.1 | -0.3
Cc1noc(C)c1S(=O)(=O)N(C)C[C@@H]1Oc2c(NC(=O)c3ccc(-c4nccs4)cc3)cccc2C(=O)N([C@H](C)CO)C[C@@H]1C | 1.7 | -4.6
C/C=C/c1cnc2c(c1)C(=O)N([C@H](C)CO)C[C@H](C)[C@H](CN(C)C(=O)c1cccc(F)c1)O2 | 2.3 | 0.2
COc1ccc(NC(=O)N[C@H]2CC[C@@H](CCn3cc(-c4ccccc4)nn3)O[C@@H]2CO)cc1 | -0.3 | -0.1
CCCNC(=O)[C@@H]1[C@@H](CO)[C@@H]2Cn3c(ccc(-c4ccncc4)c3=O)[C@H]1N2C(=O)CC1CC1 | -0.5 | -0.1
C/C=C/c1ccc2c(c1)O[C@@H](CN(C)C(=O)Cc1ccncc1)[C@@H](C)CN([C@@H](C)CO)S2(=O)=O | 20 | 0.9
C[C@H]1CN([C@@H](C)CO)C(=O)c2cc(C#CCc3ccccc3)cnc2O[C@@H]1CN(C)Cc1cccc(F)c1 | 1.0 | -1.3
C[C@@H]1CN([C@@H](C)CO)C(=O)c2cc(Br)cnc2O[C@H]1CN(C)S(=O)(=O)c1ccc(F)cc1 | -3.1 | 0.0
COc1ccc(CN(C)C[C@@H]2Oc3ccc(NS(=O)(=O)c4cn(C)cn4)cc3CC(=O)N([C@H](C)CO)C[C@H]2C)cc1 | 0.4 | -1.9
CO[C@@H](CN(C)S(=O)(=O)c1cccc(Cl)c1)[C@@H](C)CN([C@@H](C)CO)S(=O)(=O)c1cccc(Cl)c1 | -2.7 | -7.9
C[C@H](CO)N1C[C@H](C)[C@H](CN(C)C(=O)Nc2ccccc2)Oc2cc(C#CC3(O)CCCC3)ccc2S1(=O)=O | 1.1 | 1.5
C[C@@H]1CN([C@H](C)CO)C(=O)c2cc(C#C[C@@H](C)O)cnc2O[C@@H]1CN(C)C(=O)CN1CCOCC1 | -1.6 | -0.9
Cc1noc(C)c1NC(=O)Nc1ccc2c(c1)C(=O)N([C@@H](C)CO)C[C@H](C)[C@@H](CN(C)S(=O)(=O)c1cccs1)O2 | 0.5 | 1.0
O=C(C[C@H]1C=C[C@H](NC(=O)C2CCC2)[C@H](CO)O1)NCc1ccncc1 | -0.6 | -0.2
CN1CCN(C(=O)C[C@@H]2CC[C@H]3[C@@H](COc4ccc(NC(=O)c5cscn5)cc4C(=O)N3C)O2)CC1 | 0.9 | 0.9
O=C(C[C@H]1C[C@@H]2c3cc(NS(=O)(=O)c4ccccc4)ccc3O[C@@H]2[C@H](CO)O1)N1CCCCC1 | 0.2 | -1.4
Cc1noc(C)c1S(=O)(=O)Nc1ccc2c(c1)CC(=O)N([C@@H](C)CO)C[C@@H](C)[C@H](CN(C)C(=O)NC1CCCCC1)O2 | 3.0 | -0.2
C[C@H](CO)N1C[C@H](C)[C@@H](CN(C)C(=O)c2cccc(F)c2)Oc2ncc(-c3ccncc3)cc2C1=O | -0.6 | -0.8
CN(C)CC(=O)N[C@H]1CC[C@H](CCNC(=O)Nc2ccc(C(F)(F)F)cc2)O[C@H]1CO | 1.3 | 1.4
O=C(C[C@@H]1C[C@H]2c3cc(NC(=O)Nc4ccccc4F)ccc3O[C@H]2[C@@H](CO)O1)NCCc1ccccc1 | -0.2 | -1.5
CC(C)CC#Cc1cnc2c(c1)C(=O)N([C@H](C)CO)C[C@@H](C)[C@@H](CN(C)S(C)(=O)=O)O2 | -0.5 | -1.8
CCCC(=O)Nc1ccc2c(c1)C(=O)N(C)C[C@@H](OC)[C@H](C)CN(C(=O)C1CCCC1)[C@@H](C)CO2 | -3.1 | 0.3
C[C@H](O)C#Cc1cnc2c(c1)C(=O)N([C@@H](C)CO)C[C@H](C)[C@@H](CN(C)C(=O)CC1CC1)O2 | -2.3 | 0.5
C[C@@H]1CN([C@H](C)CO)C(=O)c2cc(NC(=O)NC3CCCCC3)ccc2O[C@H]1CN(C)S(=O)(=O)c1ccccc1 | 4.2 | -1.5
CCCC(=O)Nc1ccc2c(c1)C(=O)N(C)[C@@H]1CC[C@H](CC(=O)NCCCN(C)C)O[C@@H]1CO2 | 1.8 | 0.5
CC(C)CN1C(=O)[C@@]2(Cc3ccccc31)c1ccccc1C(=O)N(Cc1ccccc1Cl)[C@H]2c1ccc(CO)cc1 | -2.1 | -1.6
CC=Cc1ccc2n(c1=O)C[C@H]1[C@H](CO)[C@@H](C(=O)NC3CCCC3)N(CC3CCCCC3)[C@@H]21 (mixture of isomers) | 1.0 | 1.3
COc1ccc(S(=O)(=O)N(C)C[C@H]2Oc3ccc(NC(=O)CCC(F)(F)F)cc3CC(=O)N([C@@H](C)CO)C[C@H]2C)cc1 | 1.8 | 0.5
CO[C@H]1CN(C)C(=O)c2ccc(NS(C)(=O)=O)cc2OC[C@@H](C)N(C(=O)CN(C)C)C[C@H]1C | -2.8 | -1.2
Cc1noc(C)c1S(=O)(=O)Nc1ccc2c(c1)C(=O)N([C@@H](C)CO)C[C@@H](C)[C@H](CN(C)Cc1ccc(C(F)(F)F)cc1)OCCCC[C@H](C)O2 | -1.2 | 1.4
COC(=O)N(C)C[C@@H]1OCc2ccccc2-c2c(n(C)c3ccccc23)C(=O)N([C@@H](C)CO)C[C@H]1C | 2.2 | -0.3
CO[C@@H]1CN(C)C(=O)c2ccc(NS(=O)(=O)c3cn(C)cn3)cc2OC[C@H](C)N(Cc2cccc(F)c2)C[C@H]1C | -1.8 | 1.8
COc1ccc(C#Cc2ccc([C@H]3[C@H](CO)N4CCCCN(C(=O)Nc5ccc(F)cc5)C[C@@H]34)cc2)cc1 | -0.6 | 1.6
COC(=O)c1c2oc(c1C(=O)OC)C(=O)N[C@H](Cc1ccccc1)Cn1cc(nn1)CNC(=O)[C@H](Cc1ccccc1)NC(=O)N[C@@H](CO)CC2 | -1.5 | 1.5

The final 4 compounds of the section above come first, to join the parts:
SMILES | Mtb BioA inh | TcdB GH inh
COC(=O)N(C)C[C@@H]1OCc2ccccc2-c2c(n(C)c3ccccc23)C(=O)N([C@@H](C)CO)C[C@H]1C | 2.2 | -0.3
CO[C@@H]1CN(C)C(=O)c2ccc(NS(=O)(=O)c3cn(C)cn3)cc2OC[C@H](C)N(Cc2cccc(F)c2)C[C@H]1C | -1.8 | 1.8
COc1ccc(C#Cc2ccc([C@H]3[C@H](CO)N4CCCCN(C(=O)Nc5ccc(F)cc5)C[C@@H]34)cc2)cc1 | -0.6 | 1.6
COC(=O)c1c2oc(c1C(=O)OC)C(=O)N[C@H](Cc1ccccc1)Cn1cc(nn1)CNC(=O)[C@H](Cc1ccccc1)NC(=O)N[C@@H](CO)CC2 | -1.5 | 1.5
O=S(=O)(N[C@@H]1CC[C@H](CCn2cc(-c3cccnc3)nn2)O[C@H]1CO)c1ccc(F)cc1 | 11 | 0.1
CCNC(=O)C[C@H]1CC[C@@H](NS(=O)(=O)c2ccc(C)cc2)[C@@H](CO)O1 | 0.4 | -0.1
CN1C(=O)c2cc(NC(=O)c3ccc(Cl)cc3)ccc2OC[C@@H]2O[C@H](CC(=O)O)CC[C@H]21 | -0.4 | 3.4
COc1ccc(C#Cc2ccc3c(c2)O[C@@H](CN(C)C(=O)c2ccccn2)[C@@H](C)CN([C@@H](C)CO)S3(=O)=O)cc1 | -3.8 | -0.7
CCCNC(=O)N1C[C@H](O)COC[C@H]2O[C@@H](CC(=O)N3CCCCC3)CC[C@@H]21 | -2.3 | -1.1
Cn1cnc(S(=O)(=O)N[C@H]2CC[C@@H](CC(=O)NCC3CCCCC3)O[C@H]2CO)c1 | -2.2 | -1.8
Cc1noc(C)c1NC(=O)Nc1ccc2c(c1)CC(=O)N([C@H](C)CO)C[C@@H](C)[C@@H](CN(C)Cc1ccc(Cl)c(Cl)c1)O2 | 3.5 | 0.9
Cc1noc(C)c1S(=O)(=O)N(C)C[C@@H]1Oc2c(NC(=O)C3CCCCC3)cccc2C(=O)N([C@H](C)CO)C[C@@H]1C | 0.3 | -12
C/C=C/c1cnc2c(c1)C(=O)N([C@@H](C)CO)C[C@H](C)[C@H](CN(C)C(=O)Nc1c(C)noc1C)O2 | -0.7 | -0.3
CN1C[C@@H](O)COC[C@H]2O[C@H](CC(=O)NC3CCCC3)CC[C@@H]21 | -2.8 | -1.0
C[C@H](CO)N1C[C@H](C)[C@H](CN(C)S(=O)(=O)c2ccc(Cl)cc2)OCCCC[C@H](C)Oc2ccc(NC(=O)Cc3ccccc3)cc2C1=O | -2.2 | 0.4
C[C@H](CO)N1C[C@H](C)[C@@H](CN(C)Cc2ccc(C(F)(F)F)cc2)Oc2ccc(NS(=O)(=O)c3ccccc3)cc2C1=O | -0.2 | 2.0
C[C@@H]1CN([C@@H](C)CO)C(=O)c2cccc(NC(=O)NC3CCCCC3)c2O[C@H]1CN(C)C(=O)NC1CCCCC1 | -0.1 | 0.9
CC(C)C#Cc1ccc([C@@H]2[C@H](C#N)N(C(=O)C3CCC3)[C@H]2CO)cc1 | 1.4 | 1.0
Cc1noc(C)c1S(=O)(=O)Nc1cccc2c1O[C@H](CN(C)S(=O)(=O)c1cccs1)[C@H](C)CN([C@H](C)CO)C2=O | 2.5 | 0.0

Rewritten with two lines to a compound: 3 of the compounds above.
Below each SMILES – Mtb BioA inh | TcdB GH inh
CN1C[C@@H](O)COC[C@H]2O[C@H](CC(=O)NC3CCCC3)CC[C@@H]21
→ -2.8 | -1.0
C[C@H](CO)N1C[C@H](C)[C@H](CN(C)S(=O)(=O)c2ccc(Cl)cc2)OCCCC[C@H](C)Oc2ccc(NC(=O)Cc3ccccc3)cc2C1=O
→ -2.2 | 0.4
C[C@H](CO)N1C[C@H](C)[C@@H](CN(C)Cc2ccc(C(F)(F)F)cc2)Oc2ccc(NS(=O)(=O)c3ccccc3)cc2C1=O
→ -0.2 | 2.0

Additional compounds.
SMILES | Mtb BioA inh | TcdB GH inh
C[C@@H]1CN([C@@H](C)CO)C(=O)Cc2cc(NC(=O)Cn3cnnn3)ccc2O[C@@H]1CN(C)Cc1ccc(C(F)(F)F)cc1 | 1.0 | 0.6
COc1ccc(NC(=O)Nc2ccc3c(c2)C(=O)N([C@@H](C)CO)C[C@@H](C)[C@@H](CN(C)CC2CC2)OCCCC[C@@H](C)O3)cc1 | 0.3 | -0.6
C[C@H](CO)N1C[C@H](C)[C@@H](CN(C)Cc2ccc3c(c2)OCO3)Oc2ccc(NC(=O)C3CC3)cc2C1=O | 0.1 | 0.4
O=C(NCC1CC1)[C@H]1[C@H](CO)[C@H]2Cn3c(ccc(-c4ccccc4F)c3=O)[C@@H]1N2Cc1cccnc1 | 0.6 | 0.2
COc1cccc(NC(=O)N(C)C[C@H]2OCc3ccccc3-c3ccccc3C(=O)N([C@H](C)CO)C[C@@H]2C)c1 | -0.5 | -2.0
CS(=O)(=O)Nc1ccc2c(c1)[C@H]1C[C@@H](CC(=O)NC3CCCC3)O[C@@H](CO)[C@H]1O2 | -1.2 | -0.3
C[C@H](CO)N1C[C@H](C)[C@H](CN(C)Cc2ccccc2)Oc2ccc(NS(C)(=O)=O)cc2C1=O | -1.7 | -0.3
CNC[C@H]1Oc2c(NS(=O)(=O)c3cn(C)cn3)cccc2C(=O)N([C@H](C)CO)C[C@@H]1C | -0.3 | 0.0
CCCNC(=O)N1[C@@H]2c3cccc(=O)n3C[C@H]1[C@H](CO)[C@H]2C(=O)NCC(F)(F)F | -0.5 | -0.1
COc1cccc(NC(=O)N(C)C[C@@H]2Oc3ncc(C4=CCCCC4)cc3C(=O)N([C@H](C)CO)C[C@H]2C)c1 | -0.2 | -0.7
COc1cccc(-c2ccc3c(c2)O[C@@H](CN(C)Cc2ccncc2)[C@H](C)CN([C@H](C)CO)S3(=O)=O)c1 | 4.3 | -0.7

This is a subset, so the mix of outcomes need not match the whole.
